Jurkat NFkB inh = lowers PMA/ionomycin-induced NF-kB signal in Jurkat cells; PMA/ionomycin-induced NF-kB luciferase reporter, luminescence; inhibition, % at 4 µM; 330,000 compounds, 0.53% hits; AID 435003; in the data active = inhibition above about 50%
Gli-Sufu antag = blocks Gli-Sufu signaling in a luciferase reporter. Sufu-KO-LIGHT fibroblasts, Gli luciferase reporter luminescence. inhibition, % at 5 µM. 340,000 compounds, 0.74% hits. AID 588413;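 active = inhibition above about 55%, limit read from the data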;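 also: 0% = DMSO-treated cells and 100% = wells with medium but no cells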
697 NFkB inh = inhibitors of the PMA/ionomycin-induced NF-kB reporter in 697 B cells | inhibition, % at 4 µM | 330,000 compounds, 0.33% hits | 697 B-cell NF-kB luciferase reporter, 16 h; in the data active = inhibition above about 35%
Mdm2-MdmX inh = human Mdm2/MdmX binding inhibition; O15151+Q00987; SaOS-2 split-luciferase Mdm2/MdmX complementation, luminescence; inhibition, % at 8 µM; 330,000 compounds, 3% hits;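 active = inhibition of at least 50% at 8 µM in the primary screen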
EBI2 antag = EBI2 (human) antagonism; P32249; EBI2 beta-arrestin recruitment, luminescence, 7a,25-OHC stimulated; inhibition, % at 5 µM; 360,000 compounds, 0.81% hits; AID 651636; in the data active = inhibition above about 38%;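 also: enzyme fragment complementation signal reports receptor beta-arrestin coupling in cells; 0% = agonist plus DMSO wells and 100% = wells without agonist; some results beyond the cut were filed as inactive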
Target sequence (P32249 whole entry, looked up, the tested form may be a part): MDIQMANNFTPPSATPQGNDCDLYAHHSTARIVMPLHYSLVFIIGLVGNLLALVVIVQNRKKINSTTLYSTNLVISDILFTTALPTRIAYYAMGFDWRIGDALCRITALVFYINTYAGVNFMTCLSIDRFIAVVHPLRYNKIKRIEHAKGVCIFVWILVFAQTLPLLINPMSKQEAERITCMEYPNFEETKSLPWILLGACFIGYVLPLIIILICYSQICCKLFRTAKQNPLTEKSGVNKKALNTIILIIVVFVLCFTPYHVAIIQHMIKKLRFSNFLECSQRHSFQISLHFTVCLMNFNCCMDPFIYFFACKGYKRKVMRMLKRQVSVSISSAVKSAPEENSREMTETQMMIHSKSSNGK
CCR6 antag = blocks CCL20-driven beta-arrestin recruitment at human CCR6; P51684; CHO-K1 CCR6 PathHunter beta-arrestin, luminescence, CCL20-stimulated; inhibition, % at 20 µM; 340,000 compounds, 0.49% hits;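 active = compounds whose inhibition of the agonist-driven luminescence signal at 20 µM reaches about 50%, limit read from the data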;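 also: cells stimulated with CCL20 at 14 nM final; plate controls were DMSO with CCL20 for no effect and DMSO without agonist for full effect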
Target sequence (P51684 whole entry, looked up): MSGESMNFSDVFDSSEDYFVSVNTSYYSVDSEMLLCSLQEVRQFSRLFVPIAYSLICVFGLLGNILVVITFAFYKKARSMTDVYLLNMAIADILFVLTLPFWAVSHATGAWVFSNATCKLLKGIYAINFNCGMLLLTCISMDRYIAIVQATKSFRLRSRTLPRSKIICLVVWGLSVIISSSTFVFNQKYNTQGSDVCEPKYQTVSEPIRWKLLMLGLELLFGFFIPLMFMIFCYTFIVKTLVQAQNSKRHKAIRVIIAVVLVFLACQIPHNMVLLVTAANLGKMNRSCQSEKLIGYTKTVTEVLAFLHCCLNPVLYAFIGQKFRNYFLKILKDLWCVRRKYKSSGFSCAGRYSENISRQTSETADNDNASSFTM
CHOP UPR activ = apoptotic UPR (CHOP) activation; 330,000 compounds, 0.34% hits; AID 449763; activation, % at 10 µM; CHO-CHOP luciferase reporter, luminescence; percent of tunicamycin response over DMSO baseline;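 active = at 10 µM dose, activation of 40% or more, normalized to positive control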;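 also: 100% = tunicamycin at 10 µg/mL and 0% = DMSO alone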
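Evaluation: % reporter activation, DMSO baseline versus tunicamycin full activation; System: CHO-CHOP luciferase reporter cell line; Input: 500 cells/well; Incubation: 6 h compound treatment, 37 °C; Measured by: Steady-Glo luciferase luminescence; Dosing: one dose, 10 µM in 0.5% DMSO; Buffer or medium: F12 medium, 10% FBS; Benchmarks: positive tunicamycin 10 µg/mL, negative DMSO alone.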
XBP1 UPR activ = activators of adaptive arm of unfolded protein response (XBP1) | CHO-XBP1 luciferase reporter, IRE1-XBP1 UPR activation, luminescence; percent of tunicamycin response, DMSO as zero | activation, % at 20 µM | 330,000 compounds, 0.33% hits | AID 463104;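 active = versus positive control, 20 µM dose yields 30% or more activation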;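 also: 100% = tunicamycin at 10 µg/mL and 0% = DMSO only wells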
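Material: CHO-XBP1 cells stably carrying IRE1-XBP1-driven luciferase reporter | Medium: F12 with 10% serum | Compound dosing: 20 µM single concentration, DMSO 1% | Incubation: Overnight seeding at 37 °C, 6 h compound treatment at 37 °C | Detection: Steady-Glo luminescence read | Read-out basis: % activation of reporter signal versus tunicamycin and DMSO controls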
CXCR6 inh = blocks human CXCR6 beta-arrestin recruitment. inhibition, % at 20 µM. CHO-K1 PathHunter CXCR6 beta-arrestin, luminescence. O00574. 360,000 compounds, 0.36% hits; in the data active = inhibition above about 34%, passing the limit was not always enough;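 also: antagonist mode with CXCL16 agonist at 10 nM final; 0% = 10 nM CXCL16 with DMSO and 100% = unstimulated wells without agonist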
Target sequence (O00574 whole entry, looked up): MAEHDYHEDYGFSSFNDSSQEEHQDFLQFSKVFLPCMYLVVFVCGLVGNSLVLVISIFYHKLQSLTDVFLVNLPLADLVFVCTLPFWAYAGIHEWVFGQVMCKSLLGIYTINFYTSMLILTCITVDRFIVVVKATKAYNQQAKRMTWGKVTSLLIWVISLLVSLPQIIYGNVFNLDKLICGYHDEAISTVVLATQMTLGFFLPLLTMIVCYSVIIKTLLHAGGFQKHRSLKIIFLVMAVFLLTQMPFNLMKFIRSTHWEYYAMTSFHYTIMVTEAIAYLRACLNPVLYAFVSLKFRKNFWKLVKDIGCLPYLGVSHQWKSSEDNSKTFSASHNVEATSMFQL
An asterisk follows results filed as active; . = no result given.

SMILES	Jurkat NFkB inh	Gli-Sufu antag	697 NFkB inh	Mdm2-MdmX inh	EBI2 antag	CCR6 antag	CHOP UPR activ	XBP1 UPR activ	CXCR6 inh
CCOc1ccc(-c2cc(C(=O)O)c3ccccc3n2)c(OCC)c1	3	5	-72	13	-6	-5	-2.1	0	2
CCc1cccc(NC(=S)N(CCOC)C(C)c2ccco2)c1 (stereo not drawn)	5	-1	0	3	0	2	-2.1	-2	5
O=C(O)C(Cc1c[nH]c2ccccc12)NS(=O)(=O)c1cccc2nsnc12 (stereo not drawn)	2	5	-2	0	-2	-5	-0.2	0	-2
COC(=O)C1=C(C(=O)OC)[C@]2([C@@H]3CC=CCN[C@@H](Cc4ccccc4)C(=O)N3Cc3ccccc3)C=C[C@H]1O2	.	19	.	.	8	22	.	.	8
O=C(Cn1nc(C(=O)O)c2ccccc2c1=O)c1cc(F)ccc1F	0	0	9	-16	17	25	-0.5	-1	12
O=C(C#Cc1ccccc1)Nc1ccc(F)cc1	-4	-28	-23	38	-5	-4	4.9	2	-1
CCN1C[C@@H]2[C@@H]3C(=O)N(Cc4ccccc4)C(=O)[C@@H]3[C@](CC)(C1=O)N2C(=O)c1ccc(Cl)c(Cl)c1	.	-3	.	.	-3	14	.	.	1
O=C(COC(=O)c1ccc(Br)cc1)NCC1CCCO1 (stereo not drawn)	-7	-3	-5	-26	-3	2	1.1	1	-5
Cc1ccc(SC(C)C(=O)NCCC2=CCCCC2)cc1 (stereo not drawn)	0	3	8	23	27	1	0.9	0	4
O=C(O)c1ccccc1C(=O)Nc1ccc(Oc2ccccc2)cc1	-5	-6	11	-13	-5	7	0.6	0	-2
Cc1c(Cl)cccc1NC(=O)CSc1nccn1C	9	-2	-11	15	-10	4	1.2	-1	4
COc1cccc(N2CC(NC(=O)C(=O)c3c[nH]c4ccccc34)CC2=O)c1 (stereo not drawn)	12	-1	9	16	5	-3	1.9	-1	-4
Cc1ccc(NC(=O)c2nc(C)n(-c3ccc([N+](=O)[O-])cc3)n2)cc1	1	-5	20	18	14	6	-1.1	0	-3
O=C(N[C@H](C(=O)O)c1ccccc1)C1CCC(Cn2nnc3ccccc3c2=O)CC1 (stereo partly drawn)	8	.	8	-18	.	.	0.0	-4	.
COc1cccc(C2c3[nH]c4ccccc4c3C[C@H]3C(=O)N(C)CC(=O)N23)c1 (stereo partly drawn)	-6	0	0	9	-1	7	1.3	0	-4
COc1ccccc1/C=C/C(=O)NCC(=O)N/N=C/c1cc(Br)ccc1OC	-22	0	13	33	0	14	-3.6	-4	18
COc1cc2cc(CCCOC(=O)c3ccc(Br)cc3)oc(=O)c2cc1OC	-7	11	11	-13	3	3	4.3	-1	8
CC1C/C(=C/c2cccn2C)C(=O)/C(=C/c2cccn2C)C1 (stereo not drawn)	15	2	-5	16	21	34	-0.3	2	17
O=C1CCC(C(=O)OCC(=O)Nc2ccc(Cl)cc2C(F)(F)F)=NN1	-12	-39	-3	-6	13	2	1.3	1	2
CCN(C(=O)COC(=O)c1cccnc1SC)C1CCS(=O)(=O)C1 (stereo not drawn)	11	7	28	27	-16	-3	-1.6	0	-9
CC1=C(C)C(=O)N(CCC(=O)O)C1=O	9	-2	17	15	1	25	0.3	-1	-13
O=C(O)C1(O)C[C@H](O)C(O)[C@@H](O)C1 (stereo partly drawn)	-2	3	16	24	7	3	-2.3	-7	-10
O=C(Nc1ccccc1)Nc1ccccc1NS(=O)(=O)c1cccs1	8	3	14	2	-6	23	1.7	-2	-2
Cc1cc2c(cc1C)C(c1cc(Br)ccc1F)CC(=O)N2 (stereo not drawn)	57*	-5	-27	40	-4	-4	1.2	-2	1
Cc1ccc(S(=O)(=O)Nc2nc(C)c(NC(=O)Nc3ccc(Cl)cc3Cl)s2)cc1	1	-2	-6	-18	-2	-14	-0.8	-4	-12

Full records as entered above. Order of values: Jurkat NFkB inh | Gli-Sufu antag | 697 NFkB inh | Mdm2-MdmX inh | EBI2 antag | CCR6 antag | CHOP UPR activ | XBP1 UPR activ | CXCR6 inh
Shown for COc1cccc(N2CC(NC(=O)C(=O)c3c[nH]c4ccccc34)CC2=O)c1 (stereo not drawn) → 12 | -1 | 9 | 16 | 5 | -3 | 1.9 | -1 | -4
Shown for CC1C/C(=C/c2cccn2C)C(=O)/C(=C/c2cccn2C)C1 (stereo not drawn) → 15 | 2 | -5 | 16 | 21 | 34 | -0.3 | 2 | 17
Shown for O=C(Cn1nc(C(=O)O)c2ccccc2c1=O)c1cc(F)ccc1F → 0 | 0 | 9 | -16 | 17 | 25 | -0.5 | -1 | 12
Shown for COc1cccc(C2c3[nH]c4ccccc4c3C[C@H]3C(=O)N(C)CC(=O)N23)c1 (stereo partly drawn) → -6 | 0 | 0 | 9 | -1 | 7 | 1.3 | 0 | -4

(next part)
SMILES	Jurkat NFkB inh	Gli-Sufu antag	697 NFkB inh	Mdm2-MdmX inh	EBI2 antag	CCR6 antag	CHOP UPR activ	XBP1 UPR activ	CXCR6 inh
Cc1cc(C)nc(SCc2cc(=O)c(OC(=O)c3cccc([N+](=O)[O-])c3)co2)n1	1	3	4	12	-36	-18	-1.1	-3	-2
CCN(CC(=O)NC1CCS(=O)(=O)C1)S(=O)(=O)c1c(C)c(C)cc(C)c1C (stereo not drawn)	4	-20	13	8	-10	-5	0.6	-4	8
COc1ccc2c(Cl)c(C(=O)NN3CCN(C)CC3)sc2c1	-9	-20	-6	5	5	3	1.2	-1	-10
CCN(CC)CCN1C(=O)c2ccccc2NC1c1ccccc1F (stereo not drawn)	0	1	1	18	0	3	-0.3	-4	0
N#CC1=C(N)Oc2cc(N)ccc2C1c1ccccc1Cl (stereo not drawn)	-3	1	1	39	-1	3	0.9	-1	-5
CC(NC(=O)c1cccc(S(=O)(=O)N2CCN(Cc3ccccc3)CC2)c1)c1ccc(Br)cc1 (stereo not drawn)	28	14	-8	32	2	9	-0.7	-6	7
NC(=O)Cn1cc(C(=O)c2cccs2)c2ccccc21	-20	-5	4	3	-2	-4	-2.2	0	-2
CNC(=O)C(=O)Nc1ccc(C)cc1C	-8	10	-3	6	0	-2	0.2	1	-1
Cc1[nH]c(=O)[nH]c(=O)c1S(=O)(=O)N1c2ccc(F)cc2CCC1C (stereo not drawn)	3	4	9	17	-7	-6	-2.3	-2	-8
Cn1c(=O)c2c(nc(N3CCOCC3)n2CC(=O)C23CC4CC(CC(C4)C2)C3)n(C)c1=O	6	7	-46	-7	-1	-1	0.0	4	6
CCOC(=O)c1nn(-c2cccc(C)c2)c2nc(-c3ccccc3)c(C#N)c(=O)n12	8	2	14	16	-1	-3	0.1	1	10
Cc1ccc(NC(=S)N2CCN(c3ncccn3)CC2)cc1C	-13	-3	-18	29	-1	-44	1.5	3	9
COc1ccc(NC(=O)CSc2nc(-c3ccco3)nc3cc(=O)[nH]n23)cc1Cl	11	-1	-2	6	11	4	-0.2	-3	-1
Cc1ccc(NC(=O)Cn2nc(C(=O)O)c3ccccc3c2=O)cc1S(=O)(=O)N1CCCCC1	-10	4	-14	2	-4	16	-0.1	-3	0
Cn1c(=O)c2cc(S(=O)(=O)Nc3ccc4c(c3)OCO4)ccc2n(C)c1=O	-16	-1	22	27	2	1	-1.5	-4	3
CCOc1ccc2[nH]c3c(NCCO)ncnc3c2c1	-14	3	-18	-2	-2	12	1.4	1	-5
COc1ccc(NC(=O)c2ccc(S(=O)(=O)N3CC(C)CC(C)C3)cc2)cc1S(N)(=O)=O (stereo not drawn)	-7	-5	9	15	0	-3	1.5	-2	0
Cc1ccc(-c2cc(-c3ccc(Cl)cc3)c(C#N)c(N)n2)o1	-8	-1	14	6	-1	86*	0.2	-2	8
Cc1ccccc1Cn1c2ccccc2c2cnn(CC(=O)NCc3ccccn3)c(=O)c21	14	20	-13	15	-3	15	0.3	-2	-3
CCCCN1C(=O)CN(CCc2ccccc2)C(=O)C1c1ccc(OC)cc1 (stereo not drawn)	-11	1	-15	-1	-3	-3	-1.5	-2	-1
Cc1ccc(C(=O)Nc2ccc(C(=O)N/N=C/c3c[nH]c4ccccc34)cc2)cc1	-2	2	22	-23	9	3	3.3	-2	4
Cc1c(NS(=O)(=O)c2cc(C(=O)NCC3CCCO3)cc(Cl)c2Cl)c(=O)n(-c2ccccc2)n1C (stereo not drawn)	12	-5	7	28	-7	3	2.0	0	3
O=C(c1ccc2nc(-c3ccco3)c(-c3ccco3)nc2c1)N1CCN(c2ncccn2)CC1	-12	20	6	9	1	21	-1.1	0	0
Cc1ccccc1NC(=O)N(O)C1(C#N)CCCCC1	.	-22	.	.	0	-5	.	.	-2
C#CCCCCCCCCC(=O)NCCCC	17	0	10	-16	7	24	-1.7	1	-13

Next section:
SMILES	Jurkat NFkB inh	Gli-Sufu antag	697 NFkB inh	Mdm2-MdmX inh	EBI2 antag	CCR6 antag	CHOP UPR activ	XBP1 UPR activ	CXCR6 inh
CCC(C)NC(=O)C(=O)NC1CCCC1 (stereo not drawn)	.	-11	.	.	-18	16	.	.	-2
CN1CCN(CCOc2ccc(Cc3ccccc3)cc2)CC1	-14	21	-3	16	5	-8	2.7	-3	-9
CC(=O)c1cccc(-c2csc(N3CCC(C(N)=O)CC3)n2)c1	-7	-12	-9	5	-1	-1	-0.2	0	-3
CC(C)=CC1C(C(=O)Nc2ccc(Br)cn2)C1(C)C (stereo not drawn)	8	23	-12	28	7	5	1.6	-4	0
Clc1cccc(N/N=C/c2ccc(N3CCOCC3)cc2)c1	-36	-42	-33	-4	16	-8	2.2	0	-1
COc1ccccc1N1CCN(C(=O)CSc2nc3ccccc3c(=O)n2CC2CCCO2)CC1 (stereo not drawn)	6	7	11	14	9	4	-0.6	-4	3
NC(=O)[C@H](Cc1cc2ccccc2s1)NC(=O)[C@@H]1CC2(CC(c3cccc(NC(=O)[C@@H]4CCC(=O)N4)c3)=NO2)CN1C(=O)/C=C/c1c(F)cccc1Cl (stereo partly drawn)	5	-12	7	22	-9	19	-1.7	-2	2
CCN(CC)S(=O)(=O)c1cccc(C(=O)Nc2ccc(Cl)cn2)c1	-18	-12	2	0	16	8	4.4	2	3
CCCC(=O)Nc1nnc(-c2ccco2)s1	-17	-25	-1	-8	14	1	4.2	4	0
COc1cccc(C(=O)NCC(=O)N/N=C(C)\C=C\c2ccccc2)c1	-9	5	13	0	1	-5	-2.2	-3	-9
CC(C)CC(=O)Nc1ccnc(-c2ccncc2)n1	10	.	6	0	7	-4	-1.8	1	-1
Cc1cc(NC(=O)COc2ccccc2C(N)=O)no1	-38	-34	-29	-31	-5	10	5.3	3	-2
O=C(CSc1nnc(COc2ccccc2)n1Cc1ccco1)c1ccc(F)cc1	2	-30	13	14	11	-18	-1.9	-3	2
COc1cc(NC(=O)c2sc(C)nc2C)c(OC)cc1NC(=O)c1ccccc1	6	8	10	-3	-5	0	-1.2	2	-8
Cc1[nH]c(=O)[nH]c(=O)c1NS(=O)(=O)c1ccccc1	-5	2	6	-9	-11	-11	-0.4	2	2
COc1cc(/C=N/NC(=O)c2ccc(COc3cc(C)ccc3C(C)C)cc2)cc(OC)c1O	3	21	-144	27	13	-8	-0.9	-3	-16
COC(=O)c1c(C(=O)OC)c(C)n(Cc2cccnc2)c1C	7	2	-12	-22	-2	8	0.3	-2	4
C(=N\N1CCOCC1)/c1cccs1	1	-1	-7	-15	6	1	1.4	0	-5
Cn1c(=O)c2ccccc2n(CC(=O)N2CCCc3ccccc32)c1=O	-7	4	-1	18	1	13	-1.1	-1	-9

Compound activity deposited in PubChem BioAssay by Sanford-Burnham Center for Chemical Genomics.
